Screens from PubChem.
TTR transcr act: increases transthyretin transcription; 1.3% of 92,000 active; SH-SY5Y TTR promoter Gaussia luciferase, luminescence; 100% = recombinant luciferase protein wells; AID 1117267; activation, % at 16.7 µM;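 active = activation above the mean of all tested compounds plus 3 SD, cut at about 9.5% in these data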;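 also: cells exposed to compounds for one day before reading; 0% = median of all test compound wells on the plate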
Active calls of the source: *. Not all compounds are listed. The share of hits here may be higher or lower than overall.

SMILES | TTR transcr act
Cc1nc(-c2ccccn2)nc(SCC(=O)c2ccc(F)cc2)c1Cl | 0.2
COc1ccc(CSc2ncnc3sccc23)cc1F | 5.9
O=C(NCc1ccco1)c1ccc2c(c1)N(Cc1ccccc1)C(=O)CS2 | 1.1
COc1ccccc1CNC(=O)CC(NS(=O)(=O)c1ccc(C)cc1)c1ccco1 (stereo not drawn) | 0.6
O=C(NC1CCCC1)c1ccc(Cl)s1 | -0.5
COc1ccc(N2CCN(C3CCCN(C(=O)CN4CCOC4=O)C3)CC2)cc1 (stereo not drawn) | -0.9
Cc1ccc(S(=O)(=O)c2nc(-c3ccc(F)cc3)oc2N2CCOCC2)cc1 | 6.4
CCn1c(SCC(=O)NNC(=O)Cc2ccccc2)nnc1-c1ccncc1 | 2.3
CC1CCN(c2c(NCC3CCC(C(=O)N4CCCC(C)C4)CC3)c(=O)c2=O)CC1 (stereo not drawn) | 5.2
CCC1Nc2ncnc(N3CCOCC3)c2N(Cc2ccccc2)C1=O (stereo not drawn) | 1.0
COc1cc(SC)ccc1C(=O)OCC(=O)NCC(C)C | 0.5
CC(=O)OCC(O)C1(O)CCC2C3CCC4=CC(=O)CCC4(C)C3C(O)CC21C (stereo not drawn) | -0.6
Clc1cccc(-c2nc(NCc3cccnc3)c3ccccc3n2)c1 | 2.4
C[C@]12c3[nH]c4ccccc4c3CCN1C(=O)C(CC(=O)NCC13CC4CC(CC(C4)C1)C3)C[C@@H]2C(=O)N1CCCCC1 (stereo partly drawn) | 1.6
C=CCOc1c(CNc2ccc(C(=O)O)cc2)cccc1OCC | 2.8
O=C(NN=C(Cc1ccccc1)Cc1ccccc1)c1ccc(F)cc1 | 0.8
CC1(C(=O)NS(=O)(=O)c2ccc(Cl)cc2)CCN1C(=O)CCc1ccccc1 (stereo not drawn) | -3.1
COc1ccc(-n2c(C)c(C)c3c(NCCN(C)C)ncnc32)cc1 | 1.1
O=C(CSc1nc2ncccc2[nH]1)Nc1ccccc1-c1ccccc1 | 0.4
CC(=O)N1CCN=C1SCc1ccc(F)cc1 | -0.8
COc1ccc(N(CC(=O)NCc2cccs2)S(=O)(=O)c2c(C)n[nH]c2C)cc1 | 7.5
Cc1ccccc1CCN1CCCC(CN(C)C(=O)c2ccc3ncccc3c2)C1 (stereo not drawn) | 2.2
COc1ccc(NC(=O)Nc2cccc(F)c2)c(OC)c1 | 0.7
CCC1S/C(=N/N=C/c2ccco2)N(Cc2ccccc2)C1=O (stereo not drawn) | 8.2
COc1ccc(-c2nnc(SC)o2)c(OC)c1 | -1.6
COc1ccc(CC(=O)NCC2COc3ccccc3O2)cc1 (stereo not drawn) | 1.4
Cc1ccccc1N1C(=O)c2cccc([N+](=O)[O-])c2C1=O | -0.2
CCOC(=O)c1cccc(NC(=O)c2ccco2)c1 | 4.3
O=C(Nc1cccc(OC(F)(F)F)c1)C1Cc2c(-c3ccccc3Oc3ccccc3)ccnc2O1 (stereo not drawn) | -1.4
CCN(CC(=O)Nc1ccccc1C(F)(F)F)C(=O)COc1cccc2c1OC(C)(C)C2 | 0.9
Cn1c(NCc2ccccc2)nc2cc(-c3cccc(C(F)(F)F)c3)sc2c1=O | -0.4
COc1cccc(OC)c1C(=O)OCCCOC(=O)c1c(OC)cccc1OC | -0.2
OC(COCC1COc2ccccc2O1)CN1CCN(c2ccc(F)cc2)CC1 (stereo not drawn) | -0.3
COc1ccc(CN2CCN(C(=O)c3cccs3)CC2)cc1Br | 8.6
Cc1ccccc1[C@@H](NC(=O)OC(C)(C)C)C(=O)OC(C)(C)C | 3.7
CSc1cccc(NC(=O)CN(C)S(=O)(=O)c2ccc(F)cc2)c1 | 4.1
CC(=O)C1=C(c2ccccc2)NC(=O)NC1c1ccc(O)c(O)c1 (stereo not drawn) | 1.6
COc1ccc(N(C(=O)CNC(=O)c2ccco2)C(C(=O)NC2CCCC2)c2ccncc2)cc1 (stereo not drawn) | -1.2
COc1ccc(NC(=O)/C(=C/c2cccs2)NC(=O)c2ccco2)cc1 | 0.0
O=C(CSCc1ccccc1)Nc1ccccc1C(=O)Nc1ccc(C(=O)O)cc1 | 1.4
CCc1nc2c(OCCC3CCCCC3)cccn2c1N(C)C(=O)c1ccc(OC)cc1 | -1.6
CN(C)S(=O)(=O)c1ccc(C(=O)OCC(=O)Nc2ccc(OC(F)F)cc2)cc1 | -1.1
c1cncc(-c2noc(CC3CCCCC3)n2)c1 | 0.2
CS(=O)(=O)c1ccccc1C(=O)N(CCc1ccccc1)Cc1ccccc1 | -1.5
Cc1ccc(C(=O)Nc2nc(-c3ccccn3)cs2)s1 | -3.5
Cc1ccc(NC(=O)CN(C)C(=O)c2nn(C)c(=O)c3ccccc23)cc1 | -2.6
CCOC(=O)CS(=O)(=O)c1ccccc1 | -1.3
O=C(Cn1cnc2ccccc2c1=O)Nc1ccc(-c2nnc3n2CCCCC3)cc1 | 0.3
COc1ccc(OC)c(-c2nc3cc4ccccc4cc3nc2-c2ccccc2)c1 | -0.3
CCN(CCNC(=O)Nc1ccc(Cl)cc1)c1ccccc1 | 0.6
COc1ccc(CC(NC(C)=O)C(=O)NC2CCN(S(=O)(=O)c3ccc(NC(C)=O)cc3)CC2)c(OC)c1 (stereo not drawn) | -1.0
CCN1C(=O)[C@@H]2[C@@H](c3ccc(-c4cc(C(C)=O)cs4)cc3)N3CCC[C@@]3(C(=O)OC)[C@@H]2C1=O | 0.1
Cc1ccc(Cc2c(-c3cccc(Br)c3)nc3ccc(Cl)cn23)cc1 | 6.6
C1CCN=C(Nc2nn[nH]n2)CC1 | 1.3
COc1ccccc1OCCn1cc(/C=N/NC(=O)c2ccncc2)c2ccccc21 | 0.8
CC1CC2OC(=O)C3(C)CCCC(C)(C23)C1(O)CCc1ccoc1 (stereo not drawn) | -1.6
CC(C)=CCC[C@](C)(O[C@@H]1O[C@H](CO[C@@H]2OC[C@@H](O)[C@H](O)[C@H]2O)[C@@H](O)[C@H](O)[C@H]1O)C1CC[C@]2(C)C1[C@H](O)CC1[C@@]3(C)CC[C@H](O[C@@H]4O[C@H](CO)[C@@H](O)[C@H](O)[C@H]4O)C(C)(C)C3CC[C@]12C (stereo partly drawn) | 2.5
COc1ccccc1/C=N/Nc1cc(C)nc(N2CCOCC2)n1 | -0.6
COc1ccccc1NC(=O)CN1CCN(CC(=O)Nc2ccc(Cl)c(C(F)(F)F)c2)CC1 | -6.4
CCOC(=O)C1=NN(C(=O)c2ccc(C)cc2)C(O)(c2ccc(Cl)cc2)C1 (stereo not drawn) | 1.0
Next section.
SMILES | TTR transcr act
COc1cc(OC)cc(-c2c(-c3cccs3)c3cc(-c4ccc(C(N)=O)cc4)ccc3n2C)c1 | 2.2
CCOc1ccsc1C(=O)OC | -1.3
COc1cc(/C=N/NC(=O)CCC(=O)NC2CCCCC2)ccc1C | 6.5
Cn1nc(C(F)(F)F)c(-c2ccc(Br)cc2)c1NC(=O)c1ccco1 | 9.5
NNC(=O)c1cccc(COc2ccccc2Br)c1 | 3.2
CCN1CCN(CCCN(Cc2ccco2)C(=S)Nc2cccc(Cl)c2C)CC1 | -0.3
O=C(O)CSCC(=O)NCc1ccc(Cl)cc1Cl | 2.5
O=C(NCCc1c[nH]c2ccccc12)OCc1cn(Cc2cccc(C(F)(F)F)c2)nn1 | -2.6
Cc1ccc(/C=N/Nc2ccc(C(=O)O)cc2)s1 | 2.3
CCCCN1C(=O)/C(=c2\sc3nc(=O)c(-c4ccccc4)nn3c2=O)c2ccccc21 | -1.1
CCOc1ccccc1NC(=O)c1ccc(S(=O)(=O)N(C)c2ccccc2)cc1 | -0.4
COc1ccc(-c2c(S(=O)(=O)c3ccccc3)cnn2-c2ccccc2)cc1 | 0.9
COc1cc(C2C(C(C)=O)=C(O)C(=O)N2CCN(C)C)ccc1O (stereo not drawn) | -2.4
NS(=O)(=O)c1ccc(CCNC(=O)c2ccc(=O)[nH]c2)cc1 | -0.5
CCCCN(C(C)=O)c1c(N)n(CCC)c(=O)n(CC(=O)Nc2cc(Cl)cc(Cl)c2)c1=O | -1.5

6 of the entries above in order of the TTR transcr act value, low to high:
SMILES | TTR transcr act
CCCCN(C(C)=O)c1c(N)n(CCC)c(=O)n(CC(=O)Nc2cc(Cl)cc(Cl)c2)c1=O | -1.5
COc1ccc(-c2c(S(=O)(=O)c3ccccc3)cnn2-c2ccccc2)cc1 | 0.9
Cc1ccc(/C=N/Nc2ccc(C(=O)O)cc2)s1 | 2.3
O=C(O)CSCC(=O)NCc1ccc(Cl)cc1Cl | 2.5
COc1cc(/C=N/NC(=O)CCC(=O)NC2CCCCC2)ccc1C | 6.5
Cn1nc(C(F)(F)F)c(-c2ccc(Br)cc2)c1NC(=O)c1ccco1 | 9.5

(continued)
SMILES | TTR transcr act
CCOc1ccc(NC(=S)N(CCc2c(C)[nH]c3ccccc23)Cc2cccnc2)cc1 | 0.8
CCOC(=O)[C@@H]1[C@H]2COc3cc(OC)ccc3[C@@H]2N2C(=O)N(c3ccc(F)cc3)C(=O)[C@]12C | -0.5
CC1CCC(=NO)C(=NO)C1 (stereo not drawn) | -1.8
Cc1cc(=O)n(C)c2ccc(S(=O)(=O)N3CCOCC3)cc12 | 0.9
CCOc1ccc(NC(=O)Nc2ccc(Br)cn2)cc1 | 2.4
COc1ccc(OC)c(CNc2ccc([N+](=O)[O-])cc2C)c1 | 1.0
Cc1ccc(-c2cnc3c(c2)C(=O)N([C@H](C)CO)C[C@H](C)[C@@H](CN(C)Cc2ccccc2F)O3)cc1 | -2.2
O=C(CN(CC1CCCO1)C(=O)CCC(=O)Nc1nccs1)NCc1ccc2c(c1)OCO2 (stereo not drawn) | 1.4
CC(C)c1ccc(NC2CCCN(C(=O)CCN3Cc4ccccc4C3=O)C2)cc1 (stereo not drawn) | 0.1
Cc1ccc2nc3sc(C(=O)N4CCN(C)CC4)cc3cc2c1 | 0.2
Cc1ccccc1CN1CCCCC(NC(=O)C2CCC2)C1=O (stereo not drawn) | 0.4
Cc1ccc(OCC(=O)N2CCN(C(=O)c3ccc([N+](=O)[O-])cc3)CC2)cc1 | -0.6
Cc1nnc(SCC(=O)NC2CCCCC2)[nH]c1=O | 1.0
C=CCSc1nnc(NC(=O)CSc2nc3ccccc3o2)s1 | -3.8
COc1ccc(/C=C2/SC(=O)N(CCNC(=O)C3CCCN3C(=O)c3cccs3)C2=O)cc1 (stereo not drawn) | -2.0

Another view of some results above:
TTR transcr act | structure
2.4 | CCOc1ccc(NC(=O)Nc2ccc(Br)cn2)cc1
0.9 | Cc1cc(=O)n(C)c2ccc(S(=O)(=O)N3CCOCC3)cc12
0.2 | Cc1ccc2nc3sc(C(=O)N4CCN(C)CC4)cc3cc2c1
-0.5 | CCOC(=O)[C@@H]1[C@H]2COc3cc(OC)ccc3[C@@H]2N2C(=O)N(c3ccc(F)cc3)C(=O)[C@]12C
-1.8 | CC1CCC(=NO)C(=NO)C1 (stereo not drawn)
-2.0 | COc1ccc(/C=C2/SC(=O)N(CCNC(=O)C3CCCN3C(=O)c3cccs3)C2=O)cc1 (stereo not drawn)
0.8 | CCOc1ccc(NC(=S)N(CCc2c(C)[nH]c3ccccc23)Cc2cccnc2)cc1

(next part)
SMILES | TTR transcr act
Cn1c(SCc2cc(=O)[nH]c(C(C)(C)C)n2)nnc1C(F)(F)F | 0.2
Cc1nnc(NC(=O)CSc2ccc(-c3ccc(Cl)cc3)nn2)s1 | 0.1
COC(=O)[C@]12C[C@H](CC(=O)NCc3cccc4ccccc34)C(=O)N(Cc3ccccc3)C1=C[C@H](COCc1ccccc1)O[C@@H]2C | -1.3
CC1(C)Oc2ccc3ccc(=O)oc3c2[C@H](O)[C@H]1O | 3.0
Cc1sc(NC(=O)Cc2ccc3c(c2)OCO3)nc1-c1ccc2c(c1)CCN2C(=O)c1ccc(F)cc1 | -2.8
CC(C)CC(NC(=O)C(NC(=O)C1OC2OC(C)(C)OC2C2OC(C)(C)OC12)C(C)C)C(=O)O (stereo not drawn) | 5.7
C[C@@H]1CCCCO[C@@H](CN(C)C(=O)CCC(F)(F)F)[C@@H](C)CN([C@H](C)CO)C(=O)c2cc(N(C)C)ccc2O1 | -0.1
OC(CNCC(c1ccco1)N1CCCCC1)c1ccccc1 (stereo not drawn) | 4.4
O=C(c1ccco1)N1CCN(c2ccccc2F)CC1 | -2.8
Cc1ccc(SCc2cn3c(C)cc(C)nc3n2)cc1 | 0.9
COC(=O)[C@]12C[C@H](CC(=O)N3CCCC3)C(=O)N(CCc3ccc(OC)c(OC)c3)C1=C[C@H](C(C)C)O[C@@H]2C1CC1 | 0.3
CC(C)Cn1c(SCC(=O)O)nnc1-c1cccc(S(=O)(=O)N2CCOCC2)c1 | -0.1
Cc1cc(NC(=O)CSc2ncc(CO)n2Cc2ccc(F)cc2)no1 | 0.3
COc1ccc(-n2c(C)cc(C=O)c2C)cc1Cl | 1.1
Cc1ccc(OCC(=O)N(C)CCc2ccccn2)cc1 | -0.9
CCOc1ccccc1NC1=C(OC)C(=O)C(Nc2ccccc2OCC)=C(OC)C1=O | 0.1
Cc1ccccc1CN1CCCCC(NC(=O)c2cccc(F)c2)C1=O (stereo not drawn) | -1.1
Cc1ccc(NC(=O)Cc2ccc3c(c2)CCCC3)cc1C | 2.8
Cc1cc(C)n2cc(CSc3nc4ccccc4s3)nc2n1 | 2.6
C=CCNC(=S)NNC(=O)c1ccncc1 | 2.7
Cc1cccc(C)c1NC(=O)CN(C)C(=O)c1ccc(-c2cccc(C(F)(F)F)c2)o1 | -1.4
C[C@]12CC[C@H](O)CC1=C[C@H](O)C1C2CC[C@@]2(C)C1CC[C@@]2(O)C#Cc1ccc(CN)cc1 (stereo partly drawn) | 11.7*
CC1(C)CCN2CCC(C)(C)c3c(O)ccc1c32 | -3.2
NC(=O)c1cc([N+](=O)[O-])ccc1NCC1CCCCC1 | -4.5
Cc1cnc(CN(C)C(=O)C2CCC(=O)N(CCc3ccccc3)C2)[nH]1 (stereo not drawn) | -0.1
COc1cccc(-c2nc3nc(C)cc(C)n3c2Nc2ccc3c(c2)OCCO3)c1 | -1.0
COc1cccc(CN(C)C(=O)CC[C@H]2O[C@@H](n3cnc4c(NC(=O)c5ccccc5)ncnc43)[C@H](O)[C@@H]2O)c1 | 2.5
